Compound activity: PubChem BioAssay, several laboratories
CSM14.1 death rescue = rescue of cells from ER stress-induced death, primary screen, 384-well, CSM14.1, thapsigargin, ATP luminescence (AID 1222); CSM14.1 thapsigargin-induced death rescue, ATP luminescence; higher % means a stronger effect; cellular ATP content (survival), % at 20 µM, or EC50 in µM where a hit was titrated; 190,000 tested, under 10 active;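 active = EC50 below 50 µM in the dose-response confirmation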;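 note: death triggered by thapsigargin at about 15 µM added after 2 h compound pretreatment; cell ATP read after overnight thapsigargin exposure of roughly 18 to 22 hours; normalized against plate controls of thapsigargin alone and 5% DMSO vehicle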
Large T inhibition = TAg ATPase/helicase activity blockers – biochemical (AID 1903); SV40 large T antigen ATPase/helicase inhibition assay; higher % means a stronger effect; inhibition, % at 20 µM; hits with a dose series show IC50 in µM; 310,000 compounds, 0.39% hits; in the data active = a potency from the dose series; inconclusive = inhibition mostly from about 32% at the one dose, without a potency; inactive = the rest, 99 in 100 with inhibition below about 32%; note: strong numbers were not always called active
LYP inhibition = inhibitors of LYP phosphatase, biochemical, fluorescence intensity, uHTS (AID 1779); recombinant LYP phosphatase, fluorescence intensity; higher % means a stronger effect; inhibition, % at 11.5 µM; hits with a dose series show IC50 in µM; 290,000 compounds, 0.054% hits; in the data active = inhibition above about 50%;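 note: plate controls were vehicle with enzyme for no effect and no enzyme for full effect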
RSV CPE inhibition = RSV antiviral activity via CPE protection, HEp-2 cells, primary 10 µM value included (AID 2391); CPE inhibition, % at 10 µM; hits with a dose series show IC50 in µM; 310,000 compounds, 0.13% hits; HEp-2 cells, RSV-induced CPE inhibition; higher % means a stronger effect; in the data active = a potency from the dose series; inconclusive = CPE inhibition mostly from about 23% at the one dose, without a potency; inactive = the rest, 99 in 100 with CPE inhibition below about 21%; note: strong numbers were not always called active
PhoP inhibition = PhoP-dependent GFP reporter repression – Salmonella Typhimurium, primary screen (AID 1863) | 300,000 compounds, 0.16% hits | S. Typhimurium PhoP-regulated promoter GFP reporter, 4 h; higher % means a stronger effect | inhibition, % at 50 µM, or IC50 in µM where a hit was titrated;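 active = inhibition over 29.93%, a cutoff 3 SD above the screen mean, later confirmed by dose response; inconclusive = inhibition over 29.93% but no dose response follow-up; inactive = inhibition at most 29.93% or unconfirmed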;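 note: 0% = low Mg2+ inducing control and 100% = high Mg2+ repressing control; strong numbers were not always called active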
MgcRacGAP inhibition = MgcRacGAP GTPase-activating activity inhibitors, confirmation, biochemical, ADP Hunter fluorescence; MgcRacGAP-stimulated Rac1 GTP hydrolysis, ADP Hunter fluorescence; higher % means a stronger effect; GST-tagged Rac1 F28L mutant substrate; inhibition, % at 30 µM, or IC50 in µM where a hit was titrated; 340,000 compounds, 0.6% hits;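 active = first-screen hits whose inhibition reached a set limit at any dose in the follow-up dose series; inconclusive = inhibition above the set first-screen limit but never retested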;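 note: fluorescence reports GDP produced by GAP-driven GTP hydrolysis; strong numbers were not always called active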
GPR35 arrestin U2OS = GPR35 antagonists blocking zaprinast-driven arrestin recruitment, primary screen, imaging, U2OS, beta-arrestin-GFP, zaprinast agonist (AID 2058) | U2OS GPR35 beta-arrestin-GFP translocation imaging, zaprinast antagonism; higher % means a stronger effect | one-dose inhibition, % at 10 µM; IC50 in µM for titrated hits | 290,000 compounds, 0.052% hits;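 active = inhibition of at least 50% with at least 30 cells and total cytoplasm GFP at most 10,000,000; inconclusive = under 30 cells or total GFP of 10,000,000 plus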
West Nile virus CPE = inhibition of WNV-induced cytopathic effect – cell-based, CPE readout (AID 1621). West Nile virus-infected cells, CPE inhibition; higher % means a stronger effect. CPE inhibition, % at 10 µM, or IC50 in µM where a hit was titrated. 290,000 compounds, 0.02% hits; in the data active = a potency from the dose series; inconclusive = CPE inhibition mostly from about 3.7% at the one dose, without a potency; inactive = the rest, 99 in 100 with CPE inhibition below about 2.2%; note: strong numbers were not always called active
NS5 inhibitors = flavivirus cap methylation enzyme inhibition – biochemical, confirmation dose response, primary screen (AID 588689); Dengue-2 NS5 methyltransferase capping enzyme assay, biochemical; higher % means a stronger effect; inhibition, % at 25 µM, or IC50 in µM where a hit was titrated; 340,000 compounds, 0.3% hits; in the data active = a potency from the dose series; inconclusive = inhibition above about 29% without an active follow-up result
NS5 inhibitors pilot replicate = further read-out of NS5 inhibitors, marked with its call; inhibition, %; measured here: pilot screen replicate inhibition
Numbers without * were called inactive; ? = inconclusive; / = not tested or not shown.

SMILES	CSM14.1 death rescue	Large T inhibition	LYP inhibition	RSV CPE inhibition	PhoP inhibition	MgcRacGAP inhibition	GPR35 arrestin U2OS	West Nile virus CPE	NS5 inhibitors	others
C/C(=C/c1oc2ccc(O)cc2c1[N+](=O)[O-])N(C)C	2.7%	9.4µM*	-3%	1.8%	-34%	15%	16%	-0.1%	5%
CCn1c(SCC(=O)Nc2cc(C)on2)nnc1-c1cccnc1	-0.8%	10%	4%	-0.6%	7%	2%	13%	0.1%	-4%
COc1cccc(-c2ccc(C#N)c(OC(=O)c3c(Cl)cccc3Cl)n2)c1	-0.7%	0%	-1%	41%	4%	13%	12%	0.1%	3%
COc1ccc(-c2cc(C(=O)Nc3sc4c(c3C#N)CCCC4)c3ccccc3n2)cc1	-2.8%	8%	5%	2.9%	-1%	3%	11%	-0.7%	-8%
O=C(Nc1cnn(Cc2ccc(F)cc2)c1)c1cc(-c2cccs2)on1	0.6%	3%	-8%	-1.5%	3%	15%	-2%	-0.8%	7%
O=C(CSc1nnnn1C1CCCCC1)Nc1ccccc1N1CCOCC1	1.7%	2%	-3%	1.9%	6%	4%	9%	-0.7%	-5%
S=C(Nc1ccc(Br)cc1)N1CCCC1	-2.3%	11%	2%	1.5%	-1%	-4%	-3%	-1.1%	-5%
CN(C(=O)c1cccs1)c1ccc(OCC(=O)Nc2ccc(C(=O)O)cc2)cc1	/	/	-6%	0.7%	-10%	6%	-2%	0.1%	-7%
COCc1nnc(NS(=O)(=O)c2ccc(F)cc2)s1	/	8%	-11%	0.3%	-4%	9%	20%	0.0%	-5%	NS5 inhibitors pilot replicate=-5.5
CCC1(CC)C(=O)NC(=O)NC1=Nc1cccc(OC)c1	1.3%	3%	2%	1.4%	-4%	6%	-10%	0.0%	2%
CCOc1ccc(NC(=S)NNC(=S)Nc2cccc(C(F)(F)F)c2)cc1	/	16%	3%	7.5%	-1%	13%	-18%	-1.0%	4%
O=C(COC(=O)CN1C(=O)NC2(CCCC2)C1=O)Nc1ccc(C(F)(F)F)cc1[N+](=O)[O-]	/	12%	/	0.2%	7%	9%	/	/	6%
COc1ccc(-c2nc(NC(=O)c3n[nH]c(=O)c4ccccc34)sc2C)cc1	7.0%	14%	-2%	48%	-6%	8%	-12%	-0.6%	6%
COc1ccccc1N1C(=NC(=O)CCC2CCCC2)SC2CS(=O)(=O)CC21 (stereo not drawn)	/	11%	-4%	1.3%	-1%	9%	8%	-0.1%	-3%
CN(Cc1ccccc1)C(=O)COc1ccc(-c2nnco2)cc1	-0.5%	10%	-5%	2.8%	-9%	5%	10%	-0.3%	0%

Quoted at random: two records from the list, in no set order.
SMILES	CSM14.1 death rescue	Large T inhibition	LYP inhibition	RSV CPE inhibition	PhoP inhibition	MgcRacGAP inhibition	GPR35 arrestin U2OS	West Nile virus CPE	NS5 inhibitors	others
O=C(CSc1nnnn1C1CCCCC1)Nc1ccccc1N1CCOCC1	1.7%	2%	-3%	1.9%	6%	4%	9%	-0.7%	-5%
COCc1nnc(NS(=O)(=O)c2ccc(F)cc2)s1	/	8%	-11%	0.3%	-4%	9%	20%	0.0%	-5%	NS5 inhibitors pilot replicate=-5.5

Later entries.
SMILES	CSM14.1 death rescue	Large T inhibition	LYP inhibition	RSV CPE inhibition	PhoP inhibition	MgcRacGAP inhibition	GPR35 arrestin U2OS	West Nile virus CPE	NS5 inhibitors	others
COc1ccc(CCNC(=O)CSc2ccc(-c3cccs3)nn2)cc1OC	-9.0%	0%	-2%	0.2%	3%	3%	-1%	-0.9%	-5%
CCc1cc2c(SCC(=O)NC(=O)c3cccn3C)ncnc2s1	-0.2%	15%	0%	0.6%	-2%	-7%	-2%	1.5%	-1%
O=C(Nc1nc2c(s1)CCc1ccccc1-2)c1ccco1	0.4%	3%	3%	?	5%	8%	2%	-0.1%	0%
CCS(=O)(=O)NCC(c1cccnc1)N1CCN(c2ccccc2OC)CC1 (stereo not drawn)	0.1%	3%	-1%	0.3%	10%	3%	-9%	-0.3%	-3%
CC1(C)C/C(=C(/C#N)C(N)=O)CCO1	-2.3%	6%	-4%	0.1%	9%	12%	0%	0.1%	0%
Cc1ccc(COn2c(-c3ccc(Cl)cc3)nc3ccc([N+](=O)[O-])cc32)cc1	-1.3%	10%	-5%	0.9%	-9%	6%	1%	-1.4%	-6%
Cc1ccc(NC(=O)c2cc(S(=O)(=O)N3CCCCC3)c[nH]2)cc1F	/	/	-8%	-0.5%	/	0%	-9%	-0.5%	1%
Cc1cccc(NC(=S)N2CCCN(c3ncccc3[N+](=O)[O-])CC2)c1	/	44%	0%	1.3%	-4%	11%	-17%	-0.6%	-10%
CCOC(=O)C(CCCOc1cccc(OC)c1)C(=O)OCC	-0.1%	14%	-9%	-0.4%	3%	3%	14%	0.1%	2%
O=C(NN1CCOCC1)c1cc(-c2ccc(Br)s2)nc2ccccc12	-0.1%	8%	3%	-1.2%	-2%	12%	-4%	-0.6%	-13%
CCC(c1nnc(SCCNCCO)n1CCN1CCOCC1)N(C)C (stereo not drawn)	0.0%	1%	-10%	1.4%	-6%	/	-1%	0.3%	/
Cc1onc(-c2c(F)cccc2Cl)c1C(=O)N(Cc1ccccc1)C(C)C	/	18%	-2%	2.9%	1%	7%	-8%	-0.9%	-3%
COc1ccccc1CC(NC(C)=O)C(=O)NC1CCN(C(=O)c2ccc([N+](=O)[O-])cc2)CC1 (stereo not drawn)	-2.2%	11%	-4%	0.1%	-12%	7%	-2%	0.3%	-2%
CN1CCN(C(=O)c2cnn3c(C(F)(F)F)cc(-c4cccs4)nc23)CC1	-2.7%	7%	-2%	-0.2%	2%	8%	3%	-0.1%	5%
O=C1NN(c2ccc(Br)cc2)C(=O)/C1=C\c1ccc(O)cc1O	/	16%	-5%	2.4%	11%	159µM*	-2%	0.3%	-25%
Cc1nc(-c2ccc(Cl)cc2)sc1C1(C)CC(c2ccncc2)=NO1 (stereo not drawn)	/	10%	/	-0.8%	5%	-2%	/	-1.2%	1%
O=C(C[n+]1cc(-c2ccc(Cl)cc2)n2c1CCCCC2)c1ccccc1	/	1%	-5%	1.3%	-5%	0%	6%	0.5%	8%
COc1ccccc1Nc1ncnc2c1cnn2-c1cccc(C)c1	-1.1%	-1%	-4%	-1.2%	1%	9%	2%	0.0%	-5%
CC/C(=N\N=C1\SC(C)C(=O)N1Cc1ccco1)c1ccccc1 (stereo not drawn)	-0.7%	0%	3%	?	-4%	6%	-7%	-1.0%	-1%
COc1cccc2cc(C(=O)Oc3ccccc3)c(=O)oc12	/	25%	-3%	1.2%	-23%	16%	-8%	-0.5%	2%	NS5 inhibitors pilot replicate=-2.2
CCOc1ccc(NC(=O)CCCn2nc(C)c3c(C)n(-c4ccccc4)nc3c2=O)cc1	/	11%	-5%	3.0%	-9%	9%	21%	-0.2%	0%
COc1ccc(NC(=S)Nc2ccc(C)c(Cl)c2)cc1OC	0.2%	3%	3%	?	-5%	23%	-19%	0.3%	0%
Cc1nn(-c2ccccc2)c2nc(C(Cl)(Cl)Cl)[nH]c(=O)c12	/	18%	-6%	16%	-4%	15%	3%	-0.2%	9%
CCNC(=S)NCCN1CCOCC1	-0.1%	8%	-10%	3.0%	1%	12%	-7%	0.0%	2%
COc1ccc(S(=O)(=O)N2CCCC(C(=O)NCc3ccccn3)C2)cc1Cl (stereo not drawn)	-1.8%	13%	-8%	1.1%	-2%	15%	7%	0.8%	-4%
COC(=O)C(C)Oc1cc(OC(C)C(=O)OC)c2c(C)c(Cl)c(=O)oc2c1 (stereo not drawn)	0.1%	18%	-19%	-0.1%	-6%	5%	0%	0.3%	-5%
COc1ccc(S(=O)(=O)N(C)c2ccc(C(=O)Nc3ccccc3C(=O)N3CCOCC3)cc2)cc1OC	/	25%	-11%	1.4%	1%	8%	5%	-0.4%	1%
COc1ccc(CCNC(=O)COc2cc(C)cc3oc(=O)cc(C)c23)cc1OC	/	/	-9%	2.0%	-1%	3%	-6%	-0.4%	2%
O=C(CCN1C(=O)C2C3C=CC(C3)C2C1=O)Nc1c(F)cc(F)cc1Br (stereo not drawn)	-0.7%	1%	-3%	2.0%	2%	9%	-1%	0.1%	2%
Cc1ccc(NC(=O)Cn2nnc(C(=O)NCc3ccc4c(c3)OCO4)c2N)cc1	/	12%	-4%	1.7%	-2%	-45%	-11%	0.5%	-9%
O=C(CSc1ncnc2c1oc1ccccc12)Nc1nc2ccccc2s1	-0.6%	-5%	-2%	12%	4%	7%	9%	0.2%	0%
Fc1cccc(CSc2ccc3nnc(-c4ccccn4)n3n2)c1	3.0%	24%	-2%	0.8%	3%	0%	-4%	-0.9%	-2%
COc1ccc(-c2cc(=O)c3ccccc3o2)cc1	/	4%	-39%	1.1%	2%	3%	0%	0.3%	2%
O=C(O)COCC(=O)N1CCCN(c2nccc(C(F)(F)F)n2)CC1	/	15%	-4%	0.3%	-3%	7%	-11%	0.0%	-2%
O=C(O)CC(NC(=O)COc1ccccc1)c1cccc([N+](=O)[O-])c1 (stereo not drawn)	-0.4%	26%	-6%	-1.9%	-9%	/	3%	0.1%	/
CCCCc1cc(=O)oc2cc(C)cc(OCC(=O)N3CCC(C(=O)O)CC3)c12	/	/	-5%	0.4%	/	3%	-5%	0.3%	2%
Cc1cccc2nc(CSc3nc4ccc([N+](=O)[O-])cc4[nH]3)c(Br)n12	-2.1%	20%	-2%	18%	-7%	-10%	3%	-0.1%	1%
Cc1ccc(N2CC(C(=O)Nc3cc(C)ccc3F)CC2=O)cc1 (stereo not drawn)	3.8%	7%	-3%	0.4%	-10%	6%	23%	-0.8%	-1%
COc1ccc(Cl)c2c1[nH]c1nc(SCc3ccccn3)nnc12	-0.2%	4%	-6%	1.4%	-12%	4%	-9%	-1.1%	-10%
O=[N+]([O-])c1cc(C(F)(F)F)cc([N+](=O)[O-])c1NCCCNc1ccc([N+](=O)[O-])c2cccnc12	-2.7%	17%	-6%	7.2%	5%	10%	4%	-1.2%	5%
O=C(CCc1nc2sc3c(c2c(=O)[nH]1)CCCC3)N1CCN(c2ccccc2)CC1	/	14%	/	-0.5%	0%	15%	/	/	3%
COC(=O)c1ccccc1COn1c(=O)c[n+]([O-])c2ccccc21	-0.3%	-169%	-5%	5.1%	-6%	6%	-16%	-0.6%	-56%
COc1ccc(C(=O)Nc2nnc(-c3ccco3)s2)cc1	-7.9%	6%	-4%	-0.9%	-9%	5%	-6%	0.0%	0%
COC(=O)c1cc(OC)c(OC)cc1NC(=O)Nc1ccc(OC)cc1	-3.6%	3%	-2%	0.3%	5%	4%	15%	-0.2%	-6%
COC(=O)CNC(=S)NC(=O)c1ccc(C(C)(C)C)cc1	0.1%	5%	-2%	1.8%	-8%	0%	-12%	0.1%	18%
